SKBR3 24h inh = SK-BR-3 proliferation inhibitors, primary screen, cell-based, human, 24 h; viability, % at 10 µM; SK-BR-3 viability, CellTiter-Glo ATP luminescence; active compounds read low; 41,000 tested, 0.47% active;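 active = viability at or below the median of all test compounds minus 3 SD, in both replicates if run twice, cut at about 45% in these data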;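 also: 100% = median untreated cell wells and 0% = median positive control drug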
Starred values were filed as active, the others as inactive. A portion of the library; rates above refer to the full screens.

SMILES | SKBR3 24h inh
O=C(NCC12CC3CC(CC(C3)C1)C2)c1cc2n(n1)C(C(F)(F)F)CC(c1ccco1)N2 (stereo not drawn) | 102.5
COc1ccc2[nH]cc(C(=O)CN(C)CCc3ccc(OC)c(OC)c3)c2c1 | 92.7
COC(=O)c1ccc(NC(=O)C2CCCO2)cc1 (stereo not drawn) | 109.5
C=CCNc1nc(N2CCOCC2)c(C#N)c2c1CN(C)CC2 | 70.8
CCOc1cc(-c2nc3cc(C)ccn3c2NCC2CCCO2)ccc1O (stereo not drawn) | 74.0
COc1ccc(OC)c2c(C)cc(NCCN3CCOCC3)nc12 | 75.9
CCC(C)c1ccc2oc(-c3ccc(NC(=O)c4ncn[nH]4)cc3)nc2c1 (stereo not drawn) | 93.4
CCN1C(=O)c2cccc3c(NC(=O)c4ccc(S(=O)(=O)N5CCOCC5)cc4)ccc1c23 | 75.5
CN(C)c1nc(N)nc(CSc2ncc(Cl)cc2Cl)n1 | 94.7
COCCNC(=O)C(c1cccs1)N(C(=O)Cn1nnc2ccccc21)c1ccccc1 (stereo not drawn) | 83.6
Cc1nnc(N(C)C(=O)Cc2ccc3c(c2)OCO3)s1 | 89.8
Cn1c(=O)c2c(nc(CN3CCN(C(=O)c4ccco4)CC3)n2Cc2ccc(Cl)cc2)n(C)c1=O | 87.2
CCC1(NC(C)=O)CC2CC1CC2NC(C)=O (stereo not drawn) | 94.1
Cn1c(=O)[nH]c(=O)c2c1nc(N1CCOCC1)n2CCN1CCOCC1 | 91.8
Cc1nn(Cc2ccc(Br)cc2)c(C)c1NC(=O)c1nn(C)cc1Cl | 110.3
c1ccc(-n2nnc3c(N4CCOCC4)ncnc32)cc1 | 91.1
O=C(O)C1CC(c2cccc(Br)c2)=NO1 (stereo not drawn) | 96.6
O=C(Cn1nc(-c2ccccc2)ccc1=O)Nc1ccc(N2CCN(C(=O)c3ccccc3)CC2)cc1 | 96.9
Cc1cccc(OCc2nnc(SCc3nc4ccccc4c(=O)[nH]3)o2)c1 | 76.5
CCN1C(=O)/C(=C/N2CCc3ccccc32)SC1=S | 92.8
Cc1cc(Cl)cc(C)c1OCCCCn1ccnc1 | 85.3
CC1(C)CC(=O)c2cnc(NC(=O)CSc3nc4ccccc4o3)nc2C1 | 108.0
CC1=CC(C)=Nc2ccc(C)cc2N1 | 107.1
CCc1ccccc1N(CC(=O)NCc1ccco1)C(=O)c1snc(C(N)=O)c1N | 121.0
O=C(C1CCCN(S(=O)(=O)c2ccc(F)cc2)C1)N1CCCC1 (stereo not drawn) | 78.0
SMILES | SKBR3 24h inh
O=C(Nc1cnn(Cc2ccc(Cl)cc2)c1)C1CCCC1 | 83.4
CCC(=O)Nc1ccc(C(=O)Nc2ccc3c(c2)C(=O)N(CC2CCCO2)C3=O)cc1 (stereo not drawn) | 84.3
O=C(Cn1nnc(-c2ccc(S(=O)(=O)N3CCCC3)cc2)n1)NCC1CCCO1 (stereo not drawn) | 90.7
COc1cccc(-c2cc(C(F)(F)F)n3nc(N)nc3n2)c1 | 82.6
CCCC(C)NC(=O)c1ccc(F)cc1 (stereo not drawn) | 91.0
CCCc1cc(=O)oc2cc3occ(C)c3cc12 | 76.3
CCN1CCN(C(=O)c2ccccc2N(Cc2ccccc2)S(C)(=O)=O)CC1 | 97.0
COc1ccccc1NC(=O)c1ccccc1NS(C)(=O)=O | 91.7
O=C(O)CCc1nc2ccccc2n(CCc2ccccc2)c1=O | 78.9
CCC(C)(C)n1nnnc1C(c1ccc(C)cc1)N1CCN(Cc2cccnc2)CC1 (stereo not drawn) | 88.5
CCOC(=O)C1=C(C)OC(N)=C(C#N)C1c1ccsc1 (stereo not drawn) | 77.2
Cn1c(C(=O)N2CCCc3ccccc32)cc2c(=O)n3ccccc3nc21 | 84.7
COc1ccccc1NC(=O)Cn1nc(C(F)(F)F)c2c1CCCC2 | 92.4
CCC(C)c1ccc(NC(=O)CC(C)=O)cc1 (stereo not drawn) | 95.5
COc1ccc(OC)c(C2CC(=O)C3=C(C2)NC(=O)CC3c2ccc(O)c(OC)c2)c1 (stereo not drawn) | 80.7
Cn1c(=O)c2c(nc(Oc3ccc4c(c3)OCO4)n2Cc2ccc(F)cc2)n(C)c1=O | 87.3
CN(C)C(=O)C1(c2ccccc2)CCN(S(=O)(=O)c2ccccc2)CC1 | 86.5
COc1cc(CN2CCC(C(=O)N3CCN(c4ccccc4F)CC3)CC2)ccc1O | 94.4
Cc1cccc(N(Cc2ccccc2F)S(C)(=O)=O)c1 | 92.6
CCCCNC(=O)NS(=O)(=O)c1ccc(C(=O)OC)o1 | 97.6
CN(C)S(=O)(=O)Nc1ccc2c(c1)Cc1ccccc1-2 | 127.0
COCCCN1C(=O)c2[nH]nc(-c3ccccc3O)c2C1c1ccc(Cl)cc1 (stereo not drawn) | 94.1
Cc1ccccc1-n1nc(C)c2cc(C(=O)N3CCN(S(=O)(=O)c4ccccc4)CC3)sc21 | 83.9
CC(C)Oc1ccc(/C(O)=C2/C(=O)C(=O)N(CCCN3CCOCC3)C2c2ccncc2)cc1 (stereo not drawn) | 101.9
NC(=O)CSc1nnc(CNc2cccc(Cl)c2)n1CCc1ccccc1 | 87.6
SMILES | SKBR3 24h inh
Cc1ccc(NC(=O)Nc2ccc(F)cc2)nc1 | 100.1
COc1ccc(OCC(=O)Nc2ccc(N3CCOCC3)c(Cl)c2)cc1 | 92.4
O=C(O)CSCCc1ccccn1 | 107.9
O=C(Nc1ccc2c(c1)nc1n2CCOC1)c1ccco1 | 90.0
CCC(=O)c1ccc(N2CCN(C(=O)c3ccc(Br)cc3)CC2)c(F)c1 | 125.6
COc1ccc(-c2cc(C(F)(F)F)nc(N3CCN(c4ccccc4)CC3)n2)cc1OC | 82.5
COc1ccc2[nH]c(=O)c(C(c3nnnn3C3CCCC3)N(C)C3CCCCC3)cc2c1 (stereo not drawn) | 88.0
CCOC(=O)C(C)Sc1nnc2n1C(C)(C)Cc1ccccc1-2 (stereo not drawn) | 75.6
O=C(NCCc1ccccc1)c1cnn2c(C(F)F)cc(C3CC3)nc12 | 92.7
C=CCc1ccccc1OCCCCN1CCCC1 | 91.5
COc1cc(NC(=O)c2cc3nc(C)cc(C)n3n2)c(OC)cc1Cl | 88.3
C=CCn1c(N)c(C(=O)OC(C)(C)C)c2nc3ccccc3nc21 | 95.7
O=C(Nc1ccc(Br)c(Cl)c1)c1ccco1 | 77.8
O=c1c2ccccc2n(Cc2ccc(Cl)cc2)c(=O)n1Cc1ccco1 | 75.7
Cc1ccc(/C(O)=C2\C(=O)C(=O)N(CCN(C)C)C2c2ccccc2F)cc1 (stereo not drawn) | 88.8
O=C(Nc1ccc(N2CCN(C(=O)c3ccco3)CC2)c(Cl)c1)c1cccs1 | 77.1
N#Cc1c(N)nc2c(c1-c1ccncc1)CCCCCC2 | 86.6
COc1ccc(-c2c(C)n([O-])c3c([n+]2=O)CCC3)cc1OC | 96.1
O=C(Cc1c(C(=O)O)[nH]c2ccccc12)NCCN1CCN(c2ccccc2F)CC1 | 123.1
Cc1cc(C)n(C(=O)CNc2cccc(Cl)c2C)n1 | 104.8
Cc1cc(NC(=O)C2CC(=O)OC2c2ccccc2)no1 (stereo not drawn) | 60.7
Cc1ccc(Nc2nc(N)nc(CN3CCN(Cc4ccc5c(c4)OCO5)CC3)n2)c(C)c1 | 79.0
O=C(CSc1nnc2sc3ccccc3n12)N1CCN(c2ccccc2)CC1 | 86.6
CCN(CC)c1nc(C)c2c(c1C#N)CC(C)(C)OC2 | 88.8
CCOC(=O)N1CCN(C(=O)c2ccc(NS(C)(=O)=O)cc2)CC1 | 85.5
SMILES | SKBR3 24h inh
COC(=O)C1C(=O)C2=C(CC1C)NC(C)=C(C(=O)OCc1ccc(OC)cc1)C2c1ccc(C)o1 (stereo not drawn) | 80.8
Cc1c(C)c2ccc(OCC(=O)N(C)C)c(C)c2oc1=O | 96.6
CCc1nc2c(sc3nc(N4CCOCC4)c4c(c32)CC(C)(C)OC4)c(=O)o1 | 86.3
COc1ccc(-c2nc(C#N)c(NCC3CCCO3)o2)cc1OC (stereo not drawn) | 97.4
COc1cc(-c2nnc(SCC(=O)c3ccc(C)cc3)o2)cc(OC)c1OC | 70.4
COc1cccc(C2CC(c3ccccc3Cl)n3nc(N)nc3N2)c1 (stereo not drawn) | 95.1
C=CCc1cc(C(=O)N2CCCCC2)ccc1O | 95.3
COc1ccc(OCc2nnc(SCC(N)=O)n2-c2ccccc2OC)cc1 | 78.1
CCC(NC(=O)Nc1nccs1)(C(F)(F)F)C(F)(F)F | 100.0
O=C(Oc1c(Cl)cc(Cl)c2cccnc12)N1CCCCC1 | 88.7
CC(C)CC(C(=O)O)C(C)CC(=O)Nc1ccn(-c2ccccc2)n1 (stereo not drawn) | 106.7
CCOC(=O)C1=C(O)CSC1=Nc1ccc(Cl)cc1 | 90.5
CC(C)(C)N(Cc1cc2ccccc2[nH]c1=O)C(=O)c1cccnc1 | 94.4
CCOC(=O)c1c(C)n(C)c2ccc(OCC(O)CN3C(=O)c4ccccc4S3(=O)=O)cc12 (stereo not drawn) | 90.7
Cc1ccccc1C1CC(c2ccc(F)cc2)Nc2nc(N)nn21 (stereo not drawn) | 98.9
Cc1cccc(C(OC(=O)c2ccco2)C(=O)NCc2ccccc2)n1 (stereo not drawn) | 93.1
CCCCOc1ccc(/C(N)=N/O)cc1 | 99.8
Cc1ccc(CN2C(=O)CCC2C(=O)NC(C)C)cc1 (stereo not drawn) | 84.2
CCOC(=O)CN(C(=O)CNC(=O)c1ccco1)C(C(=O)NC1CCCC1)c1ccccc1OCC (stereo not drawn) | 91.7
COc1ccc(CN(C(=O)c2ccco2)c2ccc(Br)cc2)cc1OC | 84.9
O=C(CCn1cnc2ccccc2c1=O)Nc1cccc(Cl)c1 | 104.9
CC(C)C(=O)Nc1ccc2c(c1)nc1n2CCSC1 | 110.7
c1ccc(Nc2nc3ccccc3[nH]2)nc1 | 84.1
COc1cccc(-c2cc(C(=O)NCc3ccc(Cl)cc3)no2)c1 | 86.8
CN1C(=O)N(C)C2C1N(C)S(=O)(=O)N2C (stereo not drawn) | 105.9
SMILES | SKBR3 24h inh
O=C(Nc1cccnc1N1CCOCC1)c1cc2ccccc2oc1=O | 83.5
N/C(CC(=O)NCCOc1ccccc1)=N\O | 94.3
CCOC(=O)C1(N(CC)CC)Sc2cc(C)ccc2NC1=O (stereo not drawn) | 77.8
Cc1noc(NS(=O)(=O)c2ccc(N3C(=O)c4ccccc4C3=O)cc2)c1C | 89.1
CCOC(=O)Cn1c(=O)n(Cc2ccco2)c(=O)c2ccc(C(=O)NCCc3ccccc3)cc21 | 83.1
C=CCN1C(=O)/C(=N/n2cnnc2)c2ccccc21 | 89.1
Cc1ccc(NC(=O)CNS(=O)(=O)c2cccs2)cc1F | 105.1
Cc1cccc(OCCN2CSC(=S)N(C)C2)c1 | 93.2
Nc1ncnc2c1ncn2CCN1CCOCC1 | 86.8
Cn1c(=O)n(C)c2cc(C(=O)Nc3ccc4c(c3)OCO4)ccc21 | 96.4
Clc1ccc(OCc2nn3c(C4CCCCC4)nnc3s2)c(Cl)c1 | 83.1
Fc1ccc(N2CCN(C(c3cccs3)c3nnnn3CCc3ccccc3)CC2)cc1 (stereo not drawn) | 80.1
COc1cc(CC(=O)Nc2ncc(C)s2)cc(OC)c1OC | 93.0
CCn1c(CSc2ncccn2)nnc1SCC(=O)N1CCc2ccccc21 | 87.5
CN(C(=O)c1cccnc1)c1nnc(-c2cccnc2)s1 | 102.6
Cn1c(SCC(=O)N2CCN(c3ccccc3)CC2)nnc1-c1cc2ccccc2o1 | 77.6
O=C(Nc1ccc(N2CCOCC2)cc1)NC1CCCCC1 | 104.0
CCN1C(=O)/C(=C2\C=Cc3ccccc3N2CC)OC1=S | 80.2
CCN(CC)CCNC(=O)c1ccc(N2CCCCC2)c(NS(=O)(=O)c2ccc(C)cc2)c1 | 74.2
CC1(C)CC(NC(=O)C23CCC(C)(C(=O)C2)C3(C)C)CC(C)(C)N1 (stereo not drawn) | 123.8
O=C(Nc1ccc(N2CCN(C(=O)c3ccco3)CC2)cc1)c1ccc2c(c1)OCO2 | 96.3
O=S(=O)(Nn1cnnc1)c1ccccc1Cl | 108.7
COc1ccc(S(=O)(=O)N2CCC(C(=O)NCc3ccccn3)CC2)cc1C | 84.2
NC(=O)CSc1nnc(COc2ccccc2)n1CCc1ccccc1 | 100.4

Molecules shown so far containing a furan ring, fused or not, in the order listed:
SMILES | SKBR3 24h inh
O=C(NCC12CC3CC(CC(C3)C1)C2)c1cc2n(n1)C(C(F)(F)F)CC(c1ccco1)N2 (stereo not drawn) | 102.5
Cn1c(=O)c2c(nc(CN3CCN(C(=O)c4ccco4)CC3)n2Cc2ccc(Cl)cc2)n(C)c1=O | 87.2
CCc1ccccc1N(CC(=O)NCc1ccco1)C(=O)c1snc(C(N)=O)c1N | 121.0
CCCc1cc(=O)oc2cc3occ(C)c3cc12 | 76.3
CCCCNC(=O)NS(=O)(=O)c1ccc(C(=O)OC)o1 | 97.6
O=C(Nc1ccc2c(c1)nc1n2CCOC1)c1ccco1 | 90.0
O=C(Nc1ccc(Br)c(Cl)c1)c1ccco1 | 77.8
O=c1c2ccccc2n(Cc2ccc(Cl)cc2)c(=O)n1Cc1ccco1 | 75.7
O=C(Nc1ccc(N2CCN(C(=O)c3ccco3)CC2)c(Cl)c1)c1cccs1 | 77.1
COC(=O)C1C(=O)C2=C(CC1C)NC(C)=C(C(=O)OCc1ccc(OC)cc1)C2c1ccc(C)o1 (stereo not drawn) | 80.8
Cc1cccc(C(OC(=O)c2ccco2)C(=O)NCc2ccccc2)n1 (stereo not drawn) | 93.1
CCOC(=O)CN(C(=O)CNC(=O)c1ccco1)C(C(=O)NC1CCCC1)c1ccccc1OCC (stereo not drawn) | 91.7
COc1ccc(CN(C(=O)c2ccco2)c2ccc(Br)cc2)cc1OC | 84.9
CCOC(=O)Cn1c(=O)n(Cc2ccco2)c(=O)c2ccc(C(=O)NCCc3ccccc3)cc21 | 83.1
Cn1c(SCC(=O)N2CCN(c3ccccc3)CC2)nnc1-c1cc2ccccc2o1 | 77.6
O=C(Nc1ccc(N2CCN(C(=O)c3ccco3)CC2)cc1)c1ccc2c(c1)OCO2 | 96.3

Screening results deposited in PubChem by SRMLSC.
